Assay outcomes (PubChem)
HCV inhibitor – HCV inhibition. AID 651820. Potency, µM (top dose mostly 41.8 µM), without a hit: at the highest dose activity change, negative = inhibition, actives largely listed as inhibitors. 340,000 compounds, 3.4% hits. Huh7.5.1 HCVcc-Cre infection, luciferase reporter, 44 h; also: potency is read from the fitted curve at half-maximal effect
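After 44 h co-culture of compound, cells and HCVcc-Cre (~0.5 moi), substrate is added for 15 min at room temperature and luciferase measured over 15 sec. Cells were seeded at 1,000/well and pre-cultured 4 h.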
AmpC inh detg – blocks E. coli AmpC beta-lactamase in detergent assay | P00811 | AmpC hydrolysis of nitrocefin, absorbance 480 nm, 0.01% Triton | Potency, µM (top dose mostly 114 µM), for inactives: top-dose activity change, negative = inhibition, hits mostly inhibitors | 370,000 compounds, 0.041% hits;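 also: potency is read from the fitted curve at half-maximal effect; 0% = no-compound wells and -100% = no-enzyme wells; nearly all actives have a fitted effect of over 25% in size; some results filed as inactive show a strong effect at the top dose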
Target sequence (P00811 whole entry, looked up): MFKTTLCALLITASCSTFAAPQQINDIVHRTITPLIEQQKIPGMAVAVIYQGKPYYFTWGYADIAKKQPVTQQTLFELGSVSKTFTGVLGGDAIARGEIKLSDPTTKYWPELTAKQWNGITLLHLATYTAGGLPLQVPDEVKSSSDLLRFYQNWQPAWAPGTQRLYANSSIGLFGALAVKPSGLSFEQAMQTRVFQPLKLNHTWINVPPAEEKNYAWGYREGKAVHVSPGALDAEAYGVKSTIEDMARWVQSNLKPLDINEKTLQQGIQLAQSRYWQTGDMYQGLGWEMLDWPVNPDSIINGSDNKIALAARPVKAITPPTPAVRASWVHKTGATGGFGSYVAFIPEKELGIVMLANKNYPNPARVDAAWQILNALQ
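20 mM phosphate pH 7.0 + 0.01% (detergent screen) or 0.0001% Triton X-100; 5.3 nM AmpC reagent; cpd preinc 15 min RT; nitrocefin (800 uM stock) to start; A480 q20 s × 4 min; Activity was normalised to no-enzyme and no-compound control wells.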
Sm TGR inh – S. mansoni TGR enzyme inhibition. Potency, µM (top dose mostly 114 µM), inactives show at the highest dose activity change, negative = inhibition, most hits filed as inhibitors. 360,000 compounds, 3% hits. purified TGR, DTNB reduction, TNB absorbance 405 nm. Q962Y6; also: potency is read from the fitted curve at half-maximal effect; nearly all actives have a fitted effect of over 60% in size
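First, TGR (20 nM dispensed) and NADPH were mixed with compound. Second, a 15 min room-temperature incubation followed. Third, further NADPH and then DTNB were added to start the reaction. Finally, TNB absorbance was monitored kinetically.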
HCMV antiviral – human cytomegalovirus inhibition. 410,000 compounds, 4.5% hits. HFF cells, HCMV-luciferase reporter, 72 h; stronger effect = lower value. activity change, negative = inhibition, % at 57.5 µM; in the data active = activity change below about -60%; inconclusive = no clear call, values can overlap the other calls; inactive = above about -39%
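Cell-based, HFFs, 1000 cells/well, 16 h 37C; cpds in DMSO + HCMV-luc, MOI 1 PFU/cell; 72 h 37C; OneGlo luminescence after 5 min RT; norm. to buffer vs Salinomycin 10uM.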
FBPA Giardia inh – Giardia lamblia aldolase inhibition; A8B2U2; purified Giardia FBPA; Potency, µM (series often up to 59.6 µM), for inactives: at the highest dose activity, negative = inhibition, usual class: inhibitors; 290,000 compounds, 0.71% hits; also: potency is read from the fitted curve at half-maximal effect; nearly all actives have a fitted effect of over 55% in size
Target sequence (A8B2U2 whole entry, looked up): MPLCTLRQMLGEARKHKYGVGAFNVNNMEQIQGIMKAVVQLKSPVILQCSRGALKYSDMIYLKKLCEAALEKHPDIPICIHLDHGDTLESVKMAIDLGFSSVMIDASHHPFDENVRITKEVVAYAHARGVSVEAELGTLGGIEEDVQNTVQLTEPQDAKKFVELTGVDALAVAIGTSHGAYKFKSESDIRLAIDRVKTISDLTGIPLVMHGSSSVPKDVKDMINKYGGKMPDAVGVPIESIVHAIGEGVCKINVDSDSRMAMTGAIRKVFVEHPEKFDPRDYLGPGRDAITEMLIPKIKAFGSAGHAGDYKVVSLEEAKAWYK
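Giardia FBPA (40 nM reagent) was preincubated 10 min at RT with compound (up to 57.5 uM final), then substrate plus GAPDH/TPI/NAD/arsenate coupling system with diaphorase/resazurin was added; resorufin fluorescence (525/598 nm) was read after 20 min.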
AmpC no deterg – AmpC beta-lactamase inhibition without detergent; AID 485341; Potency, µM (doses to about 57.1 µM), without a hit: at the highest dose activity change, negative = inhibition, most hits filed as inhibitors; AmpC nitrocefin hydrolysis, absorbance 480 nm, 0.0001% Triton; 330,000 compounds, 0.52% hits; P00811;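 also: potency is read from the fitted curve at half-maximal effect; plate controls were no compound for no effect and no enzyme for full effect; nearly all actives have a fitted effect of over 20% in size; some results filed as inactive show a strong effect at the top dose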
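AmpC (5.3 nM in the dispensed reagent) in 20 mM phosphate pH 7.0 with 0.01% (detergent screen) or 0.0001% Triton X-100 was preincubated with compounds for 15 min at room temperature. Nitrocefin was then added from an 800 uM solution, and hydrolysis was followed at 480 nm.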
An asterisk follows results filed as active; ? = inconclusive; · = not tested or not shown; [ ] = remark or other dose. Unless noted, calls follow the shape of the dose curve; as a rule, active = well fitted curve in the direction sought with a large enough effect; inconclusive = small, poorly fitted or top-dose-only effect, or another doubt; inactive = no such curve, though single readings can be large; an effect the other way counts as inactive or inconclusive. Unless noted, % is scaled to controls: 0 for no effect and ±100 for the full control effect.

Every second line gives: AmpC inh detg	Sm TGR inh	FBPA Giardia inh	HCV inhibitor	AmpC no deterg	HCMV antiviral
CCOC(OCC)c1cc2ccccc2cn1
→ ·	·	·	3%	-6%	-17
Cc1cccc(N2CCN(c3ccc(NC(=O)/C=C\C(=O)O)cc3)CC2)c1
→ -8%	·	-16%	3%	-1%	-36
CC(=O)c1ccc(Oc2nc(-c3cccnc3)nc3ccccc23)cc1
→ 1%	-33%	6%	11µM*	-2%	-14
Cc1ccc(-n2ncc3c(Nc4ccc5c(c4)OCCO5)ncnc32)cc1C
→ 7%	4%	·	·	·	45
Cc1ccc(N2C(=O)N3[C@H](c4ccc(F)cc4)[C@@H]4C(=O)N(C5CCCCC5)C(=O)[C@@H]4[C@]3(Cc3ccccc3)C2=O)cc1
→ ?	-13%	-3%	15%	29%	1
CNC(=O)CN(C1CCCCC1)S(=O)(=O)c1ccc(F)cc1
→ -12%	-8%	0%	13%	-2%	7
COc1ccccc1NCc1nnc(-c2ccccc2)o1
→ ?	0%	-1%	-2%	-10%	18
CC(C)C(=O)Nc1ccc(C(=O)Nc2nnc(C(C)C)s2)cc1
→ 7%	6%	3%	-25%	-20%	14
COc1cc2c(cc1OC)C1OC(c3ccsc3)(C2)Oc2cc(C)oc(=O)c21 (stereo not drawn)
→ ?	?	-26%[12.9 µM]	·	61%[activator][11.4 µM]	·
Cc1ccccc1C(=O)Nc1nnc(S(=O)(=O)N(C)Cc2ccc(Cl)cc2)s1
→ -5%	1%	·	·	·	0
CCc1ccccc1N1C(=O)C(Cl)=C(N2CCOCC2)C1=O
→ ?	-20%	-2%	-9%	-10%	17
CC1(C)CC(=O)C=C(Nc2ccccc2C#N)C1
→ ?	-47%	?	13%	-11%	20
CCC(C)[C@H](NC(=O)N1CCn2c1nc1ccccc12)C(=O)NCCc1ccc(OC)c(OC)c1 (stereo partly drawn)
→ ?	-6%	27%	12%	141%[activator]	-25
O=c1cc(CO)occ1OCc1cccc(F)c1
→ -2%	0%	8%	3%	-14%	88
CCOc1ccc(S(=O)(=O)Nc2cccc(OC)c2)c2cccnc12
→ -3%	-1%	·	·	·	-2
N#CCSc1nnc(C2CCCCC2)n1-c1ccccc1
→ ?	8%	0%	1%	-1%	44
N#Cc1nc(-c2ccco2)oc1N1CCC(Cc2ccccc2)CC1
→ -9%	7%	3%	2%	-8%	26
C[C@H](CO)N1C[C@H](C)[C@@H](CN(C)Cc2ccc(-c3ccccc3)cc2)Oc2c(NC(=O)c3ccncc3)cccc2C1=O
→ ·	·	·	10µM*	200%[activator]	-5
O=C(Nc1ccccc1N1CCCC1)C1CCN(C(=O)c2ccc(Cl)cc2)CC1
→ -12%	-3%	·	?	46%	-16
Cc1ccc(CNc2ccc(N3CCOCC3)c(C(=O)O)c2)s1
→ 2%	0%	-4%	15%	-30%	-8

A second format for three compounds above.
SMILES: Cc1ccc(N2C(=O)N3[C@H](c4ccc(F)cc4)[C@@H]4C(=O)N(C5CCCCC5)C(=O)[C@@H]4[C@]3(Cc3ccccc3)C2=O)cc1
  AmpC inh detg: ?; Sm TGR inh: -13%; FBPA Giardia inh: -3%; HCV inhibitor: 15%; AmpC no deterg: 29%; HCMV antiviral: 1

SMILES: CNC(=O)CN(C1CCCCC1)S(=O)(=O)c1ccc(F)cc1
  AmpC inh detg: -12%; Sm TGR inh: -8%; FBPA Giardia inh: 0%; HCV inhibitor: 13%; AmpC no deterg: -2%; HCMV antiviral: 7

SMILES: COc1ccccc1NCc1nnc(-c2ccccc2)o1
  AmpC inh detg: ?; Sm TGR inh: 0%; FBPA Giardia inh: -1%; HCV inhibitor: -2%; AmpC no deterg: -10%; HCMV antiviral: 18

Further entries follow:
Every second line gives: AmpC inh detg	Sm TGR inh	FBPA Giardia inh	HCV inhibitor	AmpC no deterg	HCMV antiviral
COCCNC(=O)c1onc(CSc2cccc(OC)c2)c1C(=O)O
→ 5%	-21%	11%	4%	-10%	-14
COc1ccccc1CNC(=O)COC(=O)C1CCN(c2ccc(C(F)(F)F)cn2)CC1
→ -15%	0%	·	-6%	89%[activator]	5
C/C(=N\NC(=O)c1ccncc1)c1cccs1
→ 7%	24%	-5%	10%	-22%	-16
O=C(c1ccccc1)c1cc2c(cc1[N+](=O)[O-])OCCO2
→ 1%	-9%	-2%	3%	-12%	-27
Cc1nn(C)c(C)c1S(=O)(=O)N1CCC(C(=O)NC2CCCCC2)CC1
→ -12%	1%	9%	24%	-6%	40
C/C(=N\NC(=O)C1COc2ccccc2O1)c1ccc(Cl)s1 (stereo not drawn)
→ -2%	-3%	5%	4%	-11%[11.4 µM]	44
Cc1cc(Nc2nc(Cl)c(Cl)cc2Cl)n(-c2ccccc2)n1
→ -10%	-3%	-12%	?	49%	34
c1ccc2c(N3CCNCC3)cccc2c1
→ ·	·	-4%	?	·	16
C/C=C/c1ccc(OCCn2nnc3ccccc32)c(OC)c1
→ -19%	-10%	-9%	-9%	-9%	89
FC(F)(F)c1cc(Oc2ccccc2)ncc1-c1nnc(-c2ccccc2Cl)o1
→ 4%	22%	4%	-19%	-1%	-22
CCn1c(Sc2ccc([N+](=O)[O-])cn2)nnc1-c1ccco1
→ 2%	-34%	-24%	?	-22%	-86*
O=C(CN1CCOCC1)Nc1ncc(Cc2cccc3ccccc23)s1
→ 5%	-1%	-22%	?	173%[activator]	-21
Cc1c(Cl)cccc1-n1c(SCC(=O)NCc2cccs2)nnc1-c1ccncc1
→ -5%	4%	8%	0%	45%	16
CCCC(=O)Nc1ccc(C(=O)N/N=C/c2cccnc2)cc1
→ -11%	12%	-2%	2%	-21%	22
COc1cc(NC(=O)CC(C)n2ccnc2)cc(OC)c1 (stereo not drawn)
→ -4%	1%	-10%	18%	-4%	-37
CC(NC(=O)c1cccc(Cn2cc([N+](=O)[O-])cn2)c1)c1ccc(C(C)(C)C)cc1 (stereo not drawn)
→ -2%	4%	1%	?	-7%	-16
C/C(=N\NC(=O)c1ccccn1)C12CC3CC(CC(C3)C1)C2
→ -3%	10%	-14%	3%	-9%	-21
CCCc1nnc(-c2ccc(OC)cc2)o1
→ 2%	1%	1%	3%	-20%	25
COCCn1c(=S)[nH]c2cc(C(=O)N3CCc4ccccc4C3)ccc2c1=O
→ ?	-4%	-14%	-12%	-24%	14
Cc1ccc2c(c1)c(=O)c(Br)c(C)n2Cc1ccccc1
→ -4%	2%	0%	?	23%	-26

Next compounds follow.
Every second line gives: AmpC inh detg	Sm TGR inh	FBPA Giardia inh	HCV inhibitor	AmpC no deterg	HCMV antiviral
Cc1ccccc1C(=O)Nc1ccccc1Sc1ccccc1
→ ?	0%	2%	9%	-28%	-9
COc1ccc(CNC(=O)COC(=O)c2cc(-c3ccc(Cl)s3)nc3ccccc23)cc1
→ 1%	1%	2%	-15%	-19%	5
CCOc1ccc(C2C(=O)N(C3CCCCC3)CC(=O)N2CC2CCCO2)cc1OC (stereo not drawn)
→ 5%	0%	0%	18%	12%	26
O=C(COC(=O)C1CCCO1)Nc1nc(-c2ccc(F)cc2)cs1 (stereo not drawn)
→ ·	·	·	?	-26%	-2
O=C(COc1ccc(S(=O)(=O)N2CCCC2)cc1)Nc1ccc(F)cc1
→ ?	-2%	-9%	-2%	-45%	9
CCc1cc(C(=O)N(C)CC(=O)N(CC(C)C)c2c(N)n(CC(C)C)c(=O)[nH]c2=O)sc1C
→ ?	8%	2%	10%	-6%	·
O=C(CN1C(=O)NC(c2ccc(F)cc2)C1=O)Nc1ccc2c(c1)OCCO2 (stereo not drawn)
→ 3%	0%	·	-14%	-22%	-5
CCCn1c(SCC(=O)N2CCc3ccccc3C2)nc(O)cc1=O
→ ·	·	·	0%	?	-9
Cc1ccc(SCC(=O)NC(C)(C)C)cc1
→ -2%	1%	2%	22%	·	61
CCOC(=O)C1=C(C)NC(=O)NC1c1ccc(Cl)cc1Cl (stereo not drawn)
→ -2%	8%	10%	-5%	-10%	-26
CCCCN1C(=O)C2NN=C(C(=O)OC)C2C1=O (stereo not drawn)
→ 4%	-4%	3%	7%	-1%	14
O=C(CCC(=O)Nc1ccc(F)cc1)N/N=C/c1ccccc1O
→ 4%	16%	10%	4%	-32%	50
CC1=NN(c2nc(-c3ccc(C#N)cc3)cs2)C(=O)C1
→ -6%	·	-12%	3%	-34%	-17
COc1cccc(C2C=C(c3ccccc3)Nc3c(C(=O)Nc4ccccc4)cnn32)c1OC (stereo not drawn)
→ 17%	1%	·	·	·	?
O=C(NCCc1cn2ccccc2n1)c1ccccc1F
→ 4%	4%	-5%	-2%	-17%	-21
C/C(Cn1nc([N+](=O)[O-])cc1C)=N\NC(=O)COc1c(Cl)cc(Cl)cc1Cl
→ 5%	-15%	-1%	7%	0%	-37
Cc1ccc(N/C=C/C(=O)c2ccccc2)cc1C
→ -11%	-3%	2%	?	-35%	157
COc1ccc(NS(=O)(=O)c2ccc(S(=O)(=O)N(C)C)cc2)cc1S(N)(=O)=O
→ ?	-5%	7%	17%	-20%	0
COCCNC(=O)Cn1ncc2ccsc2c1=O
→ ?	1%	-5%	8%	-15%	24
Cc1ccc(S(=O)(=O)CCC(=O)OCC(=O)NC(C)c2ccc(F)cc2)cc1 (stereo not drawn)
→ -1%	-13%	·	9%	47%	139

Going on with the list:
Every second line gives: AmpC inh detg	Sm TGR inh	FBPA Giardia inh	HCV inhibitor	AmpC no deterg	HCMV antiviral
CC(C)c1cccc(-c2ccc3c(c2)S(=O)(=O)c2cccc(C(=O)NCc4ccccc4)c2C3=O)c1
→ ·	·	·	7%	-36%	-4
NC(=O)C1CCN(C2=C(Cl)C(=O)c3ccccc3C2=O)CC1
→ -1%	0.45µM*	?	2.5µM*	-8%	79
Cc1ccc(-c2cc(C(F)(F)F)n3nc(C(=O)Nc4ccc(C#N)cc4)cc3n2)cc1
→ -2%	2%	·	·	·	5
Cc1ccc(-n2c(=O)cc(N3CCN(Cc4ccccc4)CC3)[nH]c2=O)cc1
→ ?	-32%	0%	19%	-10%	13
CSc1nc(O)c(Nc2cccc(Cl)c2)c(=O)[nH]1
→ -6%	-13%	-1%	-11%	-17%	-35
CN(C)S(=O)(=O)c1cccc(C(=O)N(Cc2ccc(F)cc2)Cc2ccco2)c1
→ -13%	?	6%	-28%	47%	-33
CC(C)(C)OC(=O)N[C@@H](Cc1ccccc1)C(=O)N[C@@H](CO)[C@H](O)[C@@H]1C[C@@H]1C(=O)NC1CC1
→ ?	-3%	-15%	0%	12%	-33

Retrieved one by one from the list above (3):
Every second line gives: AmpC inh detg	Sm TGR inh	FBPA Giardia inh	HCV inhibitor	AmpC no deterg	HCMV antiviral
Cc1ccc(S(=O)(=O)CCC(=O)OCC(=O)NC(C)c2ccc(F)cc2)cc1 (stereo not drawn)
→ -1%	-13%	·	9%	47%	139
C/C(=N\NC(=O)c1ccncc1)c1cccs1
→ 7%	24%	-5%	10%	-22%	-16
O=C(CN1CCOCC1)Nc1ncc(Cc2cccc3ccccc23)s1
→ 5%	-1%	-22%	?	173%[activator]	-21

Hits appear at their usual frequency; any-hit rate near 9.9%.
